# Assay outcomes from PubChem.
# HIF-2a inh – HIF-2a inhibition | AID 624352 | inhibition, % at 18.8 µM | actives 0.72% (n = 360,000) | 786-0 RCC cells HIF-2a reporter, luciferase luminescence, overnight;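 active = inhibition of the luminescence signal of 40% or more relative to plate controls, in a single-dose primary screen at 18.75 µM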
# PDI inh – inhibitors of human protein disulfide isomerase. P07237. PDI insulin aggregation turbidity, A650, 90 min. actives 0.052% (n = 350,000). inhibition, % at 10 µM;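 active = mean inhibition across replicates of 30% or more, whatever share of single replicates reach that level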;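 also: absorbance from insulin aggregation driven by PDI reduction with DTT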
# Target sequence (P07237 whole entry, looked up): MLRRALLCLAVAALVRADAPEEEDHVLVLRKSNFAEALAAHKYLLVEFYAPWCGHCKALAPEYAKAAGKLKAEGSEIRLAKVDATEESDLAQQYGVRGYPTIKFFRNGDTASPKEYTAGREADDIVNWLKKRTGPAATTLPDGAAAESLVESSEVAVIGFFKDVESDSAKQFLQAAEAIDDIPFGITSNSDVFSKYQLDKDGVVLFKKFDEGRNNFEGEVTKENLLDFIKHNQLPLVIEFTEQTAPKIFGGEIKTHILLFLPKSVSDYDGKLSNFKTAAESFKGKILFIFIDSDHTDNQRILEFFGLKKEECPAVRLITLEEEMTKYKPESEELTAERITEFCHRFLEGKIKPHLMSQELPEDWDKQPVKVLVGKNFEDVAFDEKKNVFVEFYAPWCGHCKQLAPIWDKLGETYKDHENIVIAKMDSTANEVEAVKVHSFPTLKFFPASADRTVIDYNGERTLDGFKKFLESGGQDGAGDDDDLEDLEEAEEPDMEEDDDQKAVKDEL
# Cardio protect – modulators protecting cardiomyocytes from myocardial damage | H9c2 cardiomyocytes, H2O2 injury protection, ATPLite, 2 h | protection from H2O2 cell death, % at 20 µM | actives 0.63% (n = 360,000);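 active = compounds giving at least 50% protection of heart cells from peroxide-induced death in the single-dose screen, raw or plate-pattern-corrected value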;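 also: 0% = DMSO wells with peroxide and 100% = DMSO wells without peroxide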
# HTR2A ag – agonists of mouse serotonin 5-HT2A receptor (HTR2A). actives 0.66% (n = 360,000). activation, % at 7.6 µM. P35363. CHO-K1 mHTR2A beta-arrestin complementation, luminescence; percent of 30 µM serotonin response;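 active = activation above a run cutoff, the mean activation of all tested compounds plus 3 SD, cut at about 14% in these data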;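 also: 0% = plate median of compound wells and 100% = 30 µM serotonin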
# Shn3 3UTR inh – inhibitors of Schnurri-3 3'UTR reporter in osteoblasts. Clone20 osteoblast Shn3 3'UTR firefly luciferase, 24 h. inhibition, % at 12.5 µM. actives 0.52% (n = 360,000);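 active = mean inhibition of at least 75% with every replicate also reaching 75%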;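 also: 0% = median of neutral control wells and 100% = pilot-screen positive control compound; some compounds past the cut are filed as inactive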
# hiPSC survival – increases survival of single human iPS cells | actives 0.044% (n = 360,000) | survival enhancement, % at 20 µM | hiPSC single-cell survival, ATPlite luminescence; 100% = ROCK inhibitor wells, 0% = DMSO; in the data active = survival enhancement above about 18%;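 also: cells exposed to compounds for 16 hours before the ATP read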
# NR2E3 ag-1 – agonists of human NR2E3 nuclear receptor. Q9Y5X4. CHO-S Gal4-NCOR/VP16-NR2E3 two-hybrid, luciferase. inhibition of corepressor binding, % at 3.98 µM. actives 0.35% (n = 360,000). AID 602229;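 active = inhibition above the mean of all tested compounds plus 3 SD, cut at about 70% in these data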;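 also: 0% = DMSO with NR2E3 transfected cells and 100% = cells lacking NR2E3 construct; higher means lower luciferase signal from less NR2E3 corepressor binding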
# Target sequence (Q9Y5X4 whole entry, looked up, the tested form may be a part): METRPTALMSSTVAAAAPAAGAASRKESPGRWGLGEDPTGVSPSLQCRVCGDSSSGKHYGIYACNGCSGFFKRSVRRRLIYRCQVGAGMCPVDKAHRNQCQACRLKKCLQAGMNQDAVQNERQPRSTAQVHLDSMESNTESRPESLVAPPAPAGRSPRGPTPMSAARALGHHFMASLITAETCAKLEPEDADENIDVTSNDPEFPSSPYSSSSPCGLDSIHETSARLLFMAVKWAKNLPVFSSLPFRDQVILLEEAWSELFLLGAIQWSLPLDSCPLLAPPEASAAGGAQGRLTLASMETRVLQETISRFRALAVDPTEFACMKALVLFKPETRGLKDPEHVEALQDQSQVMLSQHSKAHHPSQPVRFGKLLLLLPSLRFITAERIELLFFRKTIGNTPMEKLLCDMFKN
# NR2E3 ag-2 – activates human photoreceptor nuclear receptor NR2E3. inhibition of corepressor binding, % at 4.78 µM. GST-NR2E3/biotin-RetCOR TR-FRET, 1536-well. AID 2300. actives 0.12% (n = 320,000);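 active = percent inhibition above the cutoff of mean plus 3 SD of all tested compounds, set per screening campaign, cut at about 20% in these data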;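 also: 0% = DMSO wells and 100% = biotin wells as full block of FRET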
#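 Assay system: NR2E3–RetCOR corepressor complex. Quantity: 1.35 nM GST-NR2E3. Buffer or medium: pH 7.5 Tris-based buffer. Reagent: biotinylated RetCOR corepressor at 7 nM final. Schedule: 5 h at 4 °C. Detection: TR-FRET, emission read at 617 and 671 nm. Replicates: one well per compound, singlicate testing.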
# CaV13 FRET inh – Disruptors of the CACNA1D IQ motif to Ca2+-dependent inactivation inhibitor domain association, primary screening, Förster resonance energy transfer in intact living …; HEK cells, CFP/YFP FRET ICDI-IQ, plate reader, 10 min; percent FRET-ratio fall versus neutral wells; inhibition, % at 12.3 µM; actives 0.098% (n = 340,000); AID 743397;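 active = mean replicate inhibition of at least 30% and at least 1% of replicates passing that level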;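 also: 0% = median of the neutral control wells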
# Peg3 prom inh – inhibitors of Peg3 promoter | HeLa PEG-Prom luciferase reporter, luminescence, overnight | inhibition, % at 20 µM | AID 588405 | actives 1.7% (n = 360,000);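 active = inhibition of at least 50% at 20 µM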
# TRPM1 prom inh – inhibitors of MITF-driven TRPM1 promoter in melanoma cells; SK-MEL-5 TRPM1 promoter luciferase, 24 h; inhibition, % at 12.5 µM; actives 0.83% (n = 330,000);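 active = mean inhibition across replicates of 60% or more, whatever share of single replicates reaches that level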; also: values of inactives mirror those of a sister screen read the other way
# * hit, by the source's call; x = no result given; & = joins results of further samples.
SMILES,HIF-2a inh,PDI inh,Cardio protect,HTR2A ag,Shn3 3UTR inh,hiPSC survival,NR2E3 ag-1,NR2E3 ag-2,CaV13 FRET inh,Peg3 prom inh,TRPM1 prom inh
CCOC(=O)c1sc(CS(=O)(=O)c2ccc(Cl)cc2)nc1C,18,-4,8,7,6,-0.8,13,-2,-4,9,7
CCOC(=O)c1nnn(CC(=O)N2N=C(c3cccc4ccccc34)CC2c2ccccc2)c1C(=O)OCC (stereo unspecified),28,-8,-1,6,24,2.2,-13,1,-4,12,13
CSc1nc2cc3c(cc2n1C(=O)c1ccc(C)cc1)OCCO3,-115,12,-4,3,-20,0.8,-21,-3,-8,-70,-5
COc1ccc(C(=O)NCC(=O)NCC(=O)OCC(=O)C(C)(C)C)cc1,21,-6,1,1,9,0.2,-30,-3,-17,0,-4
CC1CCN(C(=O)c2ncn3c2c(=O)[nH]c2ccccc23)CC1,-17,-6,25,10,-26,4.3,-24,x,-3,-23,x
C[C@H]1CN([C@@H](C)CO)C(=O)c2cc(NC(=O)Cc3ccccc3)ccc2O[C@H]1CN(C)Cc1ccccc1,8,-20,4,5,3,3.1,-20,x,-3,8,3
CC(=O)OCc1cc(-c2nc3ccccc3[nH]c2=O)nn1-c1ccc(Cl)cc1,12,0,9,3,19,-0.3,22,1,-4,13,1
C[C@H](CO)N1C[C@H](C)[C@@H](CN(C)C(=O)Nc2cc(F)ccc2F)Oc2ncc(-c3cccc(F)c3)cc2C1=O,-4,5,3,5,1,5.7,-18,x,-3,14,x
CC(C)CC1COC(=O)N1 (stereo unspecified),8,-2,4,4,12,-2.4,-21,1,-10,-5,0
CCCS(=O)(=O)N1CCC(C(=O)NCCCN2CCCC2=O)CC1,1,9,6,5,4,0.2,-28,4,x,6,-5
CCOc1ccc(NC(=O)CS(=O)CC(=O)Nc2cccnc2)cc1 (stereo unspecified),16,-5,5,1,-6,3.2,-18,3,-4,1,-9
Cc1nc(-c2nc(C(=O)NNS(C)(=O)=O)cs2)cs1,7,-18,6,-1,10,-0.1,-3,-2,-2,5,-1
CCOC(=O)c1c(C)n(C)c2cc(-c3ccc(C)cc3)c(O)cc12,-20,5,1,-2,-5,1.5,-25,4,2,3,-1
NC(=O)CCC(NC(=O)OCc1ccccc1)C(=O)OCC(=O)c1ccccc1 (stereo unspecified),-3,-3,1,-5,-11,1.3,-34,x,-9,1,x
C=CCNC(=S)NCC=C,0,x,3,4,-13,3.9,2,0,x,0,-1
CC(C)=CC1C(C(=O)NCCc2ccccc2)C1(C)C (stereo unspecified),6,-6,1,-3,6,0.7,11,-1,-6,13,-10
COc1ccccc1CNC(=O)C(NS(=O)(=O)c1ccc2c(c1)oc(=O)n2C)C(C)C (stereo unspecified),12,-2,13,-5,-7,0.5,-16,1,10,-9,-5
COc1ccc(-c2ccc3c(c2)c(Sc2ccccc2)c(-c2ccccc2)n3C)cn1,7,x,x,-3,x,0.5,-9,x,-4,x,x
Cc1ccnc(NS(=O)(=O)c2cnc(Cl)c(Br)c2)c1,7,-3,8,6,5,-1.1,5,0,-5,2,-3
COc1cc(S(=O)(=O)N2CCN(C)CC2)c(OC)cc1Cl,11,12,2,0,23,-2.3,-22,0,-5,-5,12
Cc1ccc(C)c(CC(=O)N2CCCC(c3cc(C(=O)Nc4ccc5c(c4)OCO5)no3)C2)c1 (stereo unspecified),-30,10,-5,7,8,-1.5,-26,x,-10,4,x
Cc1ccc(OCC(=O)NC2CCCC(C)C2C)c([N+](=O)[O-])n1 (stereo unspecified),-48,-6,5,6,-15,0.5,-37,2,-18,-39,-16
CC(Oc1ccc(Cl)cc1Cl)C(=O)NCc1ccncc1 (stereo unspecified),11,11,-2,0,-8,0.0,5,3,-6,10,4
Cc1ccc(-c2nnnn2-c2ccccc2C(=O)O)cc1,-3,4,3,2,2,-0.5,-9,3,-21,10,8
C(#Cc1ccccc1)CN1CCCCC1,10,-1,2,1,5,-1.8,-4,1,-7,-14,-18
O=C(COC(=O)c1ccc(Cl)nc1)Nc1ccc2c(c1)OCCO2,-12,-3,-4,3,-13,1.1,-8,3,-3,-4,-7
C=CCSc1nc2c(N)ncnc2n1C1OC(CO)C(O)C1O (stereo unspecified),4,-6,3,-3,-9,-2.2,-22,x,-5,-2,x
O=C(O)CC/C(=N/NC(=O)c1ccc(-c2ccccc2)cc1)c1ccccc1,5,-3,7,-7,0,0.1,-10,2,-7,-12,-5
Cc1cc(=O)[nH]c2nnc(-c3ccc(Br)cc3)n12,-134,18,-21,6,-43,-0.5,-85,x,-2,-184,-29
O=C(c1ccc(F)cc1)N1CCN(C(=O)c2cccnc2)CC1,33,6,-2,5,-2,2.6,-18,2,x,0,-11
COc1ccc(C(=O)C(C)OC(=O)c2nc3nccc(C)n3n2)cc1 (stereo unspecified),-8,-10,-1,1,-8,-0.6,10,1,-18,1,-2
O=C(Cn1cc(C(F)(F)F)ccc1=O)Nc1ccc2c(c1)OCO2,-10,12,-8,17*,13,-2.0,-11,x,-4,-10,x
Cn1nc(-c2ccc3c(c2)OCCO3)c2ccccc2c1=O,18,2,-25,5,56,-0.3,47,-1,7,5,-2
CCOC(=O)C(=CNNc1c(C)csc1C(=O)OC)C(=O)OCC,3,-4,4,1,-1,-0.6,18,4,-13,24,19
O=C1CCc2cc(S(=O)(=O)NC(Cc3ccccc3)C(=O)NC3CCCCC3)ccc2N1 (stereo unspecified),5,-4,-2,10,3,-1.4,-3,1,5,5,-1
Cc1[nH]nc2c1C(c1ccccc1)C1=C(CC(C)(C)CC1=O)N2 (stereo unspecified),-2,-1,11,-5,12,-0.5,-6,0,x,22,-25
CCC(=O)N=c1sc2cc(F)cc(F)c2n1C,-80,x,-9,0,-34,3.4,-37,2,-3,-57,-3
O=S(=O)(NCc1ccco1)c1ccc2c(c1)Cc1ccccc1-2,-79,-4,-7,0,-11,-1.7,-21,3,-5,-92,-22
CC(NCC(O)COc1ccc(S(=O)(=O)N2CCOCC2)cc1)c1ccccc1 (stereo unspecified),16,5,6,3,1,-2.5,-10,3,-2,19,1
Cc1ccnc(NC(=O)c2cccc(S(=O)(=O)Nc3ccc(C)cc3C)c2)c1,2,-1,-7,-1,12,-3.1,-18,x,-7,10,8
O=C1C=C(c2ccc3cc[nH]c3c2)C[C@@H](c2ccc3c(c2)OCO3)C1,-28,9,-2,0,-2,0.5,-28,1,x,3,-1
CCOC(=O)c1cc(-c2ccccc2)sc1NC(=O)CCN1C(=O)c2ccccc2C1=O,6,-5,-2,0,7,0.8,-5,-3,-19,1,3
CCc1ccc(OCC(=O)O/N=C(\N)c2ccccn2)cc1,-258,0,-2,-4,x,0.9,-127,x,0,-345,x
CC(=O)c1cccc(NC(=O)NCc2ccc3c(c2)OCO3)c1,-20,-4,2,-2,0,0.6,-21,5,-11,2,-11
CC(C)c1csc(CN2CCN(CCc3ccccc3)C(CCO)C2)n1 (stereo unspecified),11,4,-2,-4,5,0.2,5,5,-5,10,4
CCN(CC)CCN(Cc1cc2ccc(C)cc2[nH]c1=O)C(=O)NC1CCCCC1,0,-2,3,-2,14,-0.1,-17,3,-19,3,-10
Cn1ncc([N+](=O)[O-])c1C(=O)Nc1cccc2ccccc12,19,1,0,7,11,-0.2,-18,1,-7,-6,0
NC1(CO)COC(c2ccccc2)OC1 (stereo unspecified),-6,-1,0,3,6,0.2,21,x,-6,-8,x
Cc1cccc(NC(=O)Cn2c(=O)n3nc(CCn4nc(C)cc4C)nc3c3ccccc32)c1,6,22,9,-3,19,-1.8,-20,1,-4,23,6
CCc1cc(C=C(Cl)Cl)oc(=O)c1C,7,-1,0,2,9,-2.2,-17,-1,-10,0,2
# Next section:
SMILES,HIF-2a inh,PDI inh,Cardio protect,HTR2A ag,Shn3 3UTR inh,hiPSC survival,NR2E3 ag-1,NR2E3 ag-2,CaV13 FRET inh,Peg3 prom inh,TRPM1 prom inh
COc1cccc(C(=O)C(C#N)=C(SC)SC)c1,80*,-1,-17,3,29,-0.7,-22,1,-19,102*,82*
CC(C)OC(=O)C1C2C=CC3(CN(Cc4cccs4)C(=O)C13)O2 (stereo unspecified),10,0,5,-1,10,0.1,-10,1,x,10,-2
COc1cc(OC)c(OC)cc1CN1CCC(O)CC1,22,4,4,2,-1,0.5,-5,0,-5,18,0
CC(=O)c1sc(NC(=O)CS(=O)(=O)c2ccc(F)cc2)nc1C,-14,-15,4,1,-14,0.0,-21,4,-6,1,-10
C#CCOC(=O)c1ccccc1C(=O)O,12,4,-4,4,-31,-1.8,-7,1,1,9,-6
O=C(Nc1ccccn1)c1ccc(Cl)c(S(=O)(=O)N2CCCCCC2)c1,-173,-1,-8,-6,-61,-0.4,-26,-1,-7,-216,-66
COc1ccc(-n2nc(C(=O)NCC(=O)NC(C)C)c3ccccc3c2=O)cc1OC,15,7,3,-3,14,-0.6,-9,-3,-18,22,0
COc1ccc(S(=O)(=O)N2CCCOC2CNC(=O)C(=O)NCc2ccco2)cc1 (stereo unspecified),29,-1,1,0,10,-0.5,-21,4,-2,8,3
Cc1ccc2cc(CCNC(=O)c3cccc([N+](=O)[O-])c3)c(=O)[nH]c2c1C,19,2,-4,2,50,4.7,15,1,-11,8,3
COc1ccc(NC(=O)CC(C)C)c([N+](=O)[O-])c1,0,-7,10,1,-10,0.4,9,-2,-3,-11,-14

# Structures listed so far marked active in Peg3 prom inh.
SMILES	HIF-2a inh	PDI inh	HTR2A ag	Shn3 3UTR inh	NR2E3 ag-1	NR2E3 ag-2	CaV13 FRET inh	Peg3 prom inh	TRPM1 prom inh
COc1cccc(C(=O)C(C#N)=C(SC)SC)c1	80*	-1	3	29	-22	1	-19	102*	82*

# Going on with the list.
SMILES,HIF-2a inh,PDI inh,Cardio protect,HTR2A ag,Shn3 3UTR inh,hiPSC survival,NR2E3 ag-1,NR2E3 ag-2,CaV13 FRET inh,Peg3 prom inh,TRPM1 prom inh
COc1ccc(S(=O)(=O)n2nc(OCc3cccs3)cc2N)cc1,4,12,-1,2,1,-4.0,-1,-1,-10,13,x
Cc1ccc(N2C(=O)c3sc4nnc(C)c(=O)n4c3C2=O)cc1,-5,5,13,3,-41,-1.3,12,0,-7,-3,3
O=C(NCCCN1CCOCC1)c1nn(-c2ccccc2)c(=O)c2ccccc12,10,13,-5,8,-10,-0.5,-3,-1,-6,10,2
O=C(Nc1ccc(Cl)cc1)c1cccnc1N1CCCCC1,15,1,-5,0,1,-2.6,-18,2,-8,16,-18
Oc1ccccc1-n1nc2ccc3nonc3c2n1,-1,7,-3,-1,-4,0.7,-36,2,-5,-34,8
N=C(N)c1ccccc1,-17&1,5&-7,20&-7,-1&3,-9&1,-4.2&3.2,0&-4,0&4,-4&-5,-15&3,-1&15
